# All columns: NCI-60 one-dose screen, growth in % after 48 h at 10 µM unless noted; 100 = growth as untreated, 0 = no growth, -100 = all killed.
# MCF7 = MCF7 breast cancer; actives 6.3% (n = 82,000); AID 1794796
# T-47D = T-47D breast cancer | AID 1794792 | actives 5% (n = 79,000)
# MALME-3M = MALME-3M melanoma; actives 5.8% (n = 78,000)
# BT-549 = BT-549 breast cancer. actives 4.4% (n = 78,000)
# LOX IMVI = LOX IMVI melanoma; actives 7.4% (n = 79,000); AID 1794757
# UACC-62 = UACC-62 melanoma | AID 1794756 | actives 5.4% (n = 81,000)
# UACC-257 = UACC-257 melanoma; actives 4.4% (n = 78,000)
# HS 578T = HS 578T breast cancer. actives 4.1% (n = 78,000). AID 1794788
# * hit, by the source's call; nt = no result given; [ ] = dose if it differs, or a comment. The calls were made as follows: active = growth percent below 10; inactive = the rest.
SMILES,MCF7,T-47D,MALME-3M,BT-549,LOX IMVI,UACC-62,UACC-257,HS 578T
COc1cccc(CNc2ncnc3c2ncn3C2OC(CO)C(O)C2O)c1O (stereo unspecified),65,17,-1.1*,-9.0*,-0.9*,6.7*,38,-27*
COc1ccc(NC(=O)c2c(C)[nH]c(-c3nc4ccccc4[nH]3)c2C)cc1,90,91,91,97,102,95,101,95
O=C(COc1ccccc1)NCC(=O)Nc1ccc(Oc2ccccc2)cc1,99,98,114,104,82,100,nt,104
CC1(C)CC[C@]2(CO)CC[C@]3(C)[C@](O)([C@H](O)C[C@@H]4[C@@]5(C)CCCNC(C)(C)[C@@H]5CC[C@]43C)[C@@H]2C1,92,84,101,99,88,103,96,99
COc1cc2oc(-c3cccc(NC(=O)c4cccc(Br)c4)c3)cc(=O)c2c(O)c1OC,76,78,91,83,90,77,87,84
COc1ccc([C@@H]2[C@@H](O)C(=O)N2c2cc(OC)c(OC)c(OC)c2)cc1F,9.6*,68,64,-19*,-4.8*,33,59,-2.8*
CCCCOc1nc(C)cc(C)c1C#N,97,100,96,111,97,97,99,102
COc1ccc2nc(C)c(C)nc2c1,98,97,98,nt,97,111,119,111
N#CSc1c[nH]c2cccc(/C=C/C(=O)/C=C(/C=C/c3cccc4[nH]cc(SC#N)c34)OB(F)F)c12,-23*,9.6*,-53*,-25*,-85*,-50*,-51*,26
O=C(Nc1cccc(-n2ccc3c(NC(=O)c4ccccc4)nccc32)c1)Nc1ccc(Cl)c(C(F)(F)F)c1,19,54,34,-5.2*,12,21,46,nt
NC1N=C(SCC(=O)N2CCN(c3cc4c(cc3F)c(=O)c(C(=O)O)cn4C3CC3)CC2)NC(=O)/C1=C/c1ccc(Br)cc1 (stereo unspecified),102,92,111,108,108,98,102,104
CCOC(=O)C(=O)Cc1cccnn1,95,122,nt,101,100,100,96,133
Cc1nn2c(CO)c(C)nc2s1,94,94,89,107,102,101,96,139
CCn1c(=N)c(S(=O)(=O)c2ccccc2)cc2c(=O)n3ccccc3nc21,95,88,117,101,101,96,102,106
C[C@H]1[C@H](C)CC[C@]2(C(=O)NC3CCCCC3)CC[C@]3(C)C(=CC[C@@H]4[C@@]5(C)Cc6c([nH]c7ccccc67)C(C)(C)[C@@H]5CC[C@]43C)[C@H]12,88,87,93,123,92,97,102,99
COc1ccc(-c2nc3ccccn3c2/C=C2/C(=O)Nc3ccc(Cl)cc32)cc1,86,64,98,89,85,90,107,103
CC(C)OC(=O)Nn1cnc2ccccc21,120,114,nt,116,114,107,109,114
Oc1[nH]c2ccc(Cl)cc2c1/C=c1/ccc2c(c1)N=C(c1ccc(F)cc1)N=2,11,63,-4.0*,28,46,69,70,68
CCc1cc(-c2cc(CC)nc(N)n2)nc(N)n1,98,nt,96,99,95,89,90,92
CCOc1ccc(NC(=O)/C=C(C)/C=C/C=C(C)/C=C/C2=C(C)CCCC2(C)C)cc1,75,42,62,100,96,77,94,89
O=[N+]([O-])c1cc([N+](=O)[O-])c2cccnc2c1O,93,108,136,126,98,92,67,92
O=C(Nc1ccc(Oc2cccc(Cl)c2)c(Cl)c1)c1ccncc1,44,48,73,60,56,51,61,89
C=C(C)[C@@H]1CC[C@]2(C)[C@H](CC=C3[C@@H]4CC(C)(C)CC[C@]4(C(=O)NCC#CCN4CCN(C)CC4)CC[C@]32C)[C@@]1(C)CCC#N,27,62,35,69,12,79,91,72
N#Cc1c(NC(=O)c2ccc(Br)cc2)sc2c1CCCC2,13,47,49,52,39,29,66,39
CCc1ccc(C2CC(c3cccc(O)c3)=NN2c2ccc(S(N)(=O)=O)cc2)cc1 (stereo unspecified),65,63,93,73,78,64,103,82
COc1ccc(-c2nnc(Nc3ccc(F)cc3)o2)cc1,69,55,102,81,99,nt,85,101
O=C(N/N=C/c1ccc(Cl)cc1)c1ccccc1Nc1cccc(C(F)(F)F)c1,85,109,nt,60,84,76,97,62
CC(CCc1cccc2ccccc12)(C(=O)O)C(=O)O,100,100,103,113,97,87,92,249
Nc1ccccc1SC1CC(=O)N(c2cccc3ccccc23)C1=O (stereo unspecified),88,90,101,102,97,83,nt,98
Cc1ccccc1NS(=O)(=O)c1ccc(-c2cc3ccccc3c(=O)o2)cc1,35,68,93,107,102,79,105,92
COc1ccc(-c2nc(S(=O)(=O)c3ccccc3)c(S(C)(=O)=O)o2)cc1,-58*,-65*,-93*,3.8*,-85*,34,-39*,75
COc1ccc(-c2cnc3nonc3n2)c(OC)c1,100,90,114,96,99,99,86,94
COC(=O)[C@]12CCC(C)(C)C[C@H]1[C@H]1C(=O)C[C@@H]3[C@@]4(C)C[C@@]5(C(=O)Nc6ccccc65)C(C)(C)[C@@H]4CC[C@@]3(C)[C@]1(C)CC2,61[8.25 µM],47[8.25 µM],101[8.25 µM],93[8.25 µM],55[8.25 µM],64[8.25 µM],89[8.25 µM],89[8.25 µM]
O=c1[nH]c2cc(Cl)c(Cl)cc2n2cc3cccnc3c12,27,53,146,108,103,86,122,113
COC1/C=C\OC2(C)Oc3c(C)c(O)c4c(O)c(c(CN(C)CCO)c(O)c4c3C2=O)NC(=O)/C(C)=C\C=C/C(C)C(O)C(C)C(O)C(C)C(OC(C)=O)C1C (stereo unspecified),92,89,84,105,95,98,105,104
N#Cc1ccccc1C#N,95,104,93,107,96,101,113,141
NS(=O)(=O)c1ccc(CCN2C(=O)/C(=C\c3ccc(Cl)cc3)C=C2c2ccc(-c3ccccc3)cc2)cc1,57,52,95,77,90,81,96,93
O=c1sc2ncnc3ncn1c32,22,35,74,nt,13,57,88,73
Cc1ccc(S(=O)(=O)c2ccccc2)cc1,21,50,67,37,21,63,8.5*,35
C/C=C(C)/C=N/Nc1nc(-c2ccc(Br)cc2)cs1,80,76,102,97,98,93,103,100
CN1C(=O)c2ccccc2CC12c1ccccc1C(=O)N2C (stereo unspecified),94,98,121,116,97,104,116,112
Cc1ccc(/C=C/C(=O)c2ccc(NC(=O)CSc3nc4[nH]c(=O)n(C)c(=O)c4[nH]3)cc2)cc1,83,108,95,89,100,102,106,93
O=c1oc2ccccc2c(O)c1Sc1c(O)c2ccccc2oc1=O,101,114,107,104,100,94,114,122
Nc1ncnc(Nc2ccc(C(F)(F)F)cc2)n1,97,97,105,98,100,89,95,108
COc1ccc(OC)c(/C=C/C(=O)c2c(C)nc3ccccc3c2/C=C/c2ccccc2)c1,20,31,103,59,43,50,72,68
Cc1cc(N2CCN(CC(=O)Nc3ccc4c(ccn4Cc4ccccc4)c3)CC2)nc(Cl)n1,82,56,94,88,90,60,91,91
C[C@]12CCC(=O)C=C1CC[C@@H]1C2=CC[C@@]2(C)[C@H]1CC[C@]2(O)C(=O)COC(=O)c1ccc([N+](=O)[O-])cc1Cl,73,71,117,91,103,87,nt,95
CCOC(=O)Cn1c(C)cc(C)c(C#N)c1=O,88,104,101,110,98,91,105,103
CCOC(=O)C(Nc1ccccc1)c1ccc(N(CC)CC)cc1 (stereo unspecified),99,95,115,101,84,87,90,108
CCN(C(C)=O)c1ccccc1,100,98,140,nt,106,111,nt,116
O=C(CNc1nc(-c2ccccc2)cs1)Nc1cccc([N+](=O)[O-])c1,-82*,-50*,-90*,-73*,-100*,-84*,-71*,-19*
O=C1c2ccccc2C(=O)c2c1ccc1[nH]c(-c3ccc(-c4nc5c6ccccc6c6ccccc6c5[nH]4)cc3)nc21,93,104,104,105,101,92,119,98
COc1cc(N)c2ncsc2c1,102,105,nt,115,nt,101,124,98
COc1ccc(C(=O)COc2ccc3c(c2)O/C(=C\c2ccc(Cl)cc2)C3=O)cc1,88,91,106,97,93,85,75,80
COc1cccc(-c2nc3occn3c2-c2ccnc(NCCCNS(=O)(=O)c3cccc(F)c3)n2)c1,78,29,70,96,86,45,84,93
COc1ccc2cc(-c3csc(Nc4cccc5ccccc45)n3)c(=O)oc2c1,82,72,90,78,90,78,78,81
O=C(O)/C=C/c1c2ccccc2cc2ccccc12,90,83,nt,95,96,116,97,91
O=C(O)c1ccc(-n2cc(CO)c(-c3ccc(F)c(F)c3)n2)cc1,92,93,95,93,92,108,118,102
Cc1cc(C2(c3cc(C)c(O)c(CN(CC(=O)O)CC(=O)O)c3)OC(=O)c3ccccc32)cc(CN(CC(=O)O)CC(=O)O)c1O,96,96,106,106,101,99,102,102
O=C(Nc1ccc(F)cc1)NC1CCCCC1,94,nt,81,100,94,91,108,115
# Continued.
SMILES,MCF7,T-47D,MALME-3M,BT-549,LOX IMVI,UACC-62,UACC-257,HS 578T
CCCCCCCCCCCCCCCCCCNC(=S)/N=C\C(C(=O)Nc1ccccc1C)=C(/C)O,97,92,110,117,94,84,107,95
CCCCCCCCCCCCCCCCn1cc[n+](C)c1,-80*,-0.1*,-74*,-65*,-50*,-95*,-61*,-48*
Cc1cc2nc3ccc(O)cc3nc2cc1N,92,97,125,100,82,99,96,94
COc1cc(C2CC(c3cc(OC)c(OC)c(OC)c3)=NN2C=O)ccc1Oc1ccnc2cc(Cl)ccc12 (stereo unspecified),62,53,76,87,78,52,82,79
O=C(/C=C/c1ccccc1Cl)c1ccc(O)cc1,15,59,93,56,36,73,116,81
CSc1nc2ncnc(N)c2[nH]1,88,117,102,101,90,97,nt,85
CN(C)C(=O)c1ccc(SC(=S)NCc2ccccc2)cc1,67,90,108,114,88,103,18[100 µM],116
CCNc1cccc(C)c1,106,98,129,123,nt,118,103,nt
O=C(/C=C/c1cccs1)Nc1ncc(Cc2ccc(Cl)c(Cl)c2)s1,27,49,53,81,23,18,91,62
c1ccc(-c2csc(Nc3nc(-c4ccccc4)nc4ccccc34)n2)cc1,76,84,103,98,97,88,106,104
CCNC(=S)Cc1ccccc1,89,86,105,101,100,99,93,100
Cc1ccc(-n2cnc3c(NC(=O)Nc4ccccc4)ncnc32)c(-n2nc(C)cc2C)c1,95,95,82,99,93,92,106,97
CC(=O)C(=Cc1ccc(N(C)C)cc1)C(C)=O,95,86,78,96,96,97,90,113
C/C=C/C(O)CC (stereo unspecified),95,91,97,98,98,105,103,100

# Screening data as filed in PubChem.
